LRH-1 inv ag – LRH-1 (NR5A2) inverse agonists, primary screen, cell-based, luminescence, HEK293T, StAR-luciferase reporter; inhibition, % at 3.6 µM; 0.13% of 360,000 active; Nuclear receptor subfamily 5 group A member 2 (Homo sapiens), O00482; LRH-1 transfected, 24 h;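 active = inhibition above the mean inhibition of all tested compounds plus 3 SD, cut at about 73% in these data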;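 note: 0% = DMSO wells and 100% = reporter-only cells lacking LRH-1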
Target sequence (O00482 whole entry, looked up): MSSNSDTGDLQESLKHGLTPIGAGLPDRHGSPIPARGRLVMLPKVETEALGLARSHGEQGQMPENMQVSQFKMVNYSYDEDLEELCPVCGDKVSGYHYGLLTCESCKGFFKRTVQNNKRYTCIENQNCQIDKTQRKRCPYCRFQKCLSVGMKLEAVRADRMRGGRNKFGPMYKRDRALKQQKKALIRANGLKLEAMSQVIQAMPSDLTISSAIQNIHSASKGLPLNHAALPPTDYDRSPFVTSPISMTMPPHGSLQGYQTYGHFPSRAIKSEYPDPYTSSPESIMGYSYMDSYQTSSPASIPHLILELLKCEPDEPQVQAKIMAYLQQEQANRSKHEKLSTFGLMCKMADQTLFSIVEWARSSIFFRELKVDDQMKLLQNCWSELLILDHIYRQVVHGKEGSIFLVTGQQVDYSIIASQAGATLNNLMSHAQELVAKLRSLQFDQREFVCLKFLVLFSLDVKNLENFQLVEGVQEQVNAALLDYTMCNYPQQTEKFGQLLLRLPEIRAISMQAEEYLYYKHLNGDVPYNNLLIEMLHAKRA
NCOA1 inh – SRC1 coactivator transcriptional activity inhibitors, primary screen, cell-based, luminescence. 0.12% of 360,000 active. Nuclear receptor coactivator 1 (Homo sapiens), Q15788. inhibition, % at 3.6 µM. HEK293 GAL4-SRC1 luciferase reporter;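 active = inhibition above the campaign mean plus 3 SD, with each screening campaign given its own cutoff, cut at about 60% in these data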;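 note: 0% = DMSO treated cells and 100% = gossypol at 36 µM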
NCOA2 inhibitor – inhibition of GAL4-SRC2 driven luciferase reporter, primary screen, SRC2 inhibitor project, cell-based, luminescence; HEK293 GAL4-SRC2 luciferase reporter; AID 651957, 2012; inhibition, % at 9 µM; 0.17% of 370,000 active;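 active = inhibition above the mean inhibition of all tested compounds plus 3 SD, set per campaign, cut at about 52% in these data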;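 note: 0% = DMSO treated cells and 100% = cells given Gossypol at 36 µM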
TRAIL sens C8 – viability loss with TRAIL in NB7+C8 cells, primary screen, TRAIL sensitizer project, cell-based, ATPlite luminescence; inhibition (viability loss, TRAIL sensitization), % at 10 µM; 1% of 360,000 active; AID 624354, 2012;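 active = compounds causing at least 50% loss of cell viability in the single-dose screen, relative to plate controls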
TROY NFkB inh – inhibitors of TROY-driven NF-kB signaling, primary screen, Q293 LMP1-TROYcd cells, NF-kB luciferase, uHTS; Q293 LMP1-TROYcd NF-kB luciferase reporter, 4 h; inhibition, % at 10 µM; 0.98% of 360,000 active; AID 1347056, 2019;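 active = compounds whose plate-normalised and pattern-corrected inhibition of the luciferase reporter signal at the single screening dose is 50% or more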
TWEAK-Fn14 inh – inhibitors of TWEAK-Fn14 signaling, primary screen, luciferase reporter cells, uHTS; AID 1159606, 2016; 2% of 360,000 active; TWEAK-stimulated Fn14 reporter cells, luciferase luminescence, 8 h; inhibition, % at 10 µM; in the data active = inhibition above about 50%
LMP1 NFkB inh – EBV LMP1-driven NF-kappaB luciferase reporter inhibitors, primary screen, cell-based, luminescence, single point; LMP1-induced NF-kappaB luciferase reporter cells; inhibition, % at 12.5 µM; 0.69% of 350,000 active; in the data active = inhibition above about 41%;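 note: 0% = neutral control wells and 100% = reference inhibitor control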
KKLEB tox – cytotoxicity in KKLEB CF airway cells, primary screen, cytotoxicity control for CF NF-kB inhibitor project, cell-based, uHTS, fluorescence assay plates. KKLEB CF airway cells viability, ATPlite luminescence, overnight; stronger effect = lower value; cells stimulated with P. aeruginosa culture filtrate. activity change (cytotoxicity), % at 5 µM. 0.36% of 360,000 active. AID 602141, 2011;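 active = corrected activity change at or below -50% at 5 µM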
SRC3 inh – SRC3 coactivator transcriptional activity inhibitors, primary screen, cell-based, luminescence; Nuclear receptor coactivator 3 (Homo sapiens), Q9Y6Q9; HEK293 GAL4-SRC3 luciferase reporter; inhibition, % at 3.6 µM; 0.17% of 360,000 active; AID 588352, 2011;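 active = inhibition above a per-campaign cutoff, the mean of all compounds plus 3 SD, cut at about 60% in these data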;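 note: 0% = DMSO-treated cells and 100% = gossypol-treated cells at 36 µM; higher means less SRC3-driven luciferase light from the GAL4 reporter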
NR2F2 inh – NR2F2 transcriptional activity inhibitors, primary screen, cell-based, luciferase reporter, HEK293T, luminescence; COUP transcription factor 2 (Homo sapiens), P24468; HEK293T NGFI-A luciferase reporter; inhibition, % at 8.6 µM; 0.7% of 370,000 active;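 active = inhibition above a per-plate cutoff, mean inhibition of test wells between control levels plus 3 SD, cut at about 38% in these data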;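 note: cells cotransfected with COUP-TFII expression vector driving the NGFI-A reporter; 0% = median of COUP-TF2 test wells and 100% = reporter-only cells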
Target sequence (P24468 whole entry, looked up): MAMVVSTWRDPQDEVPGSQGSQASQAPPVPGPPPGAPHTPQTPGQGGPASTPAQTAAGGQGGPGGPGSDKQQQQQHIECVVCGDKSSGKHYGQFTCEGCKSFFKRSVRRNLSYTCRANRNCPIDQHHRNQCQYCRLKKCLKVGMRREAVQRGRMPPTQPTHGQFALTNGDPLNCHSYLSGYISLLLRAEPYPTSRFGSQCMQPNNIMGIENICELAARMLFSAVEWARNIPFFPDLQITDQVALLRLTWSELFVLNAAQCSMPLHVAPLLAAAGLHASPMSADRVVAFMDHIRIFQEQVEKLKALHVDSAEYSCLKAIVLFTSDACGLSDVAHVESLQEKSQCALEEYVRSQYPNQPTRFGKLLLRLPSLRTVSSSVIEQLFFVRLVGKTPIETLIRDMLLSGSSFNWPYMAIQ
CF NFkB inh – inhibitors of PAF-induced NF-kB signaling, primary screen, cell-based, GFP fluorescence, uHTS; KKLEB NF-kB-GFP reporter, GFP fluorescence overnight; inhibition, % at 5 µM; 0.86% of 360,000 active;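 active = at least 50% inhibition at 5 µM, scaled per plate between neutral and stimulator controls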;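 note: PAF is a Pseudomonas aeruginosa culture filtrate used as stimulus; plate controls were PAF-stimulated DMSO wells for no effect and unstimulated DMSO wells for full effect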
* marks the source's active call; other numbers are inactive results; x = not tested or not shown; & = joins results of further samples. Not a hit list; any-hit rate near 4.2%.

SMILES,LRH-1 inv ag,NCOA1 inh,NCOA2 inhibitor,TRAIL sens C8,TROY NFkB inh,TWEAK-Fn14 inh,LMP1 NFkB inh,KKLEB tox,SRC3 inh,NR2F2 inh,CF NFkB inh
CC(=O)/C(=N/Nc1ccccc1[N+](=O)[O-])N1CCCc2ccccc21,41.6,-9.1,6.0,12.3,-23.6,11.2,x,-7.2,-7.8,1.7,1.7
CCOc1ccc(NC(=S)NN2C(C)CCCC2C)cc1 (stereo not drawn),14.7,-17.6,-30.1,-1.7,6.0,1.9,3.9,1.8,-5.8,9.3,10.4
CC(C)(C)NC(=O)NC(=O)CN1CCCCC1,-4.8,-3.5,-7.2,-2.6,17.1,-12.2,-9.5,0.6,-4.8,13.6,-2.8
C[C@@H]1CCCCO[C@H](CN(C)S(=O)(=O)c2cn(C)cn2)[C@H](C)CN([C@@H](C)CO)C(=O)c2cc(NC(=O)c3ccccc3)ccc2O1,-24.7,-14.6,-0.3,-1.1,4.1,7.1,0.9,4.1,-13.1,-17.1,-14.4
O=C(c1cccc(S(=O)(=O)NCc2ccccc2)c1)N1CCN(c2ccccc2)CC1,-6.6,2.8,2.4,19.1,9.1,24.7,-5.2,-18.9,5.0,-2.6,33.5
Cc1ccc(O)c(NC(=O)c2noc3c2CCc2ccccc2-3)c1,-36.0,-17.0,-2.0,12.6,-86.6,-27.3,-12.9,-5.4,-29.1,-17.1,4.6
Cc1cc(OCc2nnc(SCC(=O)O)n2-c2ccccc2)ccc1Cl,-6.8,-4.8,8.4,-22.4,9.2,-12.3,0.4,2.2,-10.3,13.2,-2.5
CCOc1ccc(N(CC(=O)NC2CCCC2)C(=O)c2ccc(C)s2)cc1,-0.5,-23.6,14.7,-0.5,-11.6,25.6,3.7,-8.3,-0.9,-6.0,-5.9
CCCCNC(=O)CSc1nc2ccsc2c(=O)n1C1CCN(C(=O)OCC)CC1,-36.2,-30.7,6.6,-6.8,15.9,9.0,13.4,2.9,-0.7,-11.5,0.4
COC(=O)C1=NNC2C(=O)N(C3CCCCC3)C(=O)C12 (stereo not drawn),2.0,2.2,20.8,-2.8,16.3,6.5,-1.5,-0.9,8.4,8.2,9.0
CCOc1ccc(Cl)cc1-c1cc(C(=O)NC(C)C)[nH]n1,26.3,2.5,7.2,-4.9,-14.0,-13.1,x,13.3,1.9,-5.5,-42.9
COc1cc(C2NC(=O)N(C)C3=C2C(=O)CCC3)cc(OC)c1OC (stereo not drawn),-2.2,16.1,-5.1,28.6,-3.0,15.4,8.0,1.7,1.5,2.5,6.1
COc1ccc(OCC(O)CON2C(=O)c3ccccc3C2=O)cc1 (stereo not drawn),-14.4,-17.8,5.9,10.5,1.4,-5.9,-14.0,-0.6,-3.8,-19.6,7.9
CCOC(=O)c1c(NC(=O)CSc2nnc(-c3ccc(OC)cc3)o2)sc2c1CCC2,-8.9,-5.4,-16.0,-6.0,14.7,-9.4,-2.9,-7.7,14.9,14.2,-1.1
CCN(CC)c1ccc(NC(=O)c2cc3c(OC)cccc3[nH]2)cc1,-4.6,-7.9,11.7,13.8,-10.7,26.2,-0.8,3.5,-0.3,-4.3,-7.8

Only NCOA2 inhibitor and TROY NFkB inh, for two of the compounds above:
| SMILES | NCOA2 inhibitor | TROY NFkB inh |
| --- | --- | --- |
| CC(C)(C)NC(=O)NC(=O)CN1CCCCC1 | -7.2 | 17.1 |
| COc1cc(C2NC(=O)N(C)C3=C2C(=O)CCC3)cc(OC)c1OC (stereo not drawn) | -5.1 | -3.0 |

Continued:
SMILES,LRH-1 inv ag,NCOA1 inh,NCOA2 inhibitor,TRAIL sens C8,TROY NFkB inh,TWEAK-Fn14 inh,LMP1 NFkB inh,KKLEB tox,SRC3 inh,NR2F2 inh,CF NFkB inh
COC(CNC(=O)c1coc2nc3ccccc3nc12)OC,8.4,0.2,-8.7,-13.7,-12.4,16.2,-2.9,-4.8,0.3,-12.0,17.8
O=C(CCNc1ccc(Cc2ccncc2)cc1)c1cccc([N+](=O)[O-])c1,12.9,-0.9,12.7,-6.8,-17.7,21.1,-0.5,-20.4,7.8,-9.3,14.3
CN(C)c1nc(N/N=C/c2ccccc2O)nc(Nc2ccc(F)cc2)n1,-5.3,-12.2,14.9,17.4,22.3,17.8,11.3,0.1,12.3,5.2,10.5
COc1ccccc1N=C1NC(=O)/C(=C/c2ccc(N(C)C)cc2)S1,-40.3,-15.1,-53.6,49.0*,-54.5,-43.3,-2.7,-13.0,-36.9,-17.7,14.2
COc1cccc(-c2c(C(=O)N/N=C(\C)c3cccnc3)nnn2-c2nonc2N)c1,0.8,9.5,1.4,15.5,-7.4,5.8,-6.5,-14.0,-1.1,-19.8,-2.9
Cc1ccc(OCc2nnc(SCC(=O)Nc3cccc4ccccc34)n2-c2ccccc2)cc1,-3.0,-15.9,7.3,3.6,7.4,29.4,9.7,-7.4,15.9,18.1,-0.2
Cc1ccccc1Cn1ccc(NC(=O)c2cnn3cccnc23)n1,-36.4,-4.6,3.9,10.5,-15.9,-13.2,-0.5,-0.6,-47.1,-15.4,6.6
COc1ccc(CNC(=O)C2CCN(S(=O)(=O)c3cccc4nonc34)CC2)cc1,1.7,-21.4,-38.2,15.7,3.8,6.4,3.4,-3.3,-12.1,9.0,-10.6
O=C(CSc1nc2ccc([N+](=O)[O-])cc2s1)c1ccc2ccccc2c1,-8.7,-16.1,-7.7,-18.1,-30.7,11.4,2.9,5.5,-17.1,3.3,6.2
CC(=O)Cc1ccccc1OCC(=O)O,-3.3,-6.6,-24.5,-6.8,-37.1,-11.9,-3.2,-12.5,-3.5,5.1,16.6
CC(C)(C)NC(=O)C(=O)N/N=C/c1ccc(F)cc1,-19.6,1.5,-10.2,-2.4,6.3,-1.8,-5.7,3.9,-70.5,2.5,15.5
Nc1cc(N)nc(SCC(=O)NC2CCCCCCC2)n1,0.0,-3.7,13.4,-14.8,-13.0,-7.7,-4.2,15.8,-11.1,1.9,-5.9
CC(=O)c1ccc(NC(=O)CCCN2C(=O)C(c3ccccc3)Oc3cccnc32)cc1 (stereo not drawn),-32.2,-10.6,-17.2,-5.8,-9.2,-22.3,5.0,-7.6,0.5,10.7,-0.8
CC(=Nc1ccccc1)C1=C(O)CC(C)(C)CC1=O,-3.9,8.8,8.7,2.1,9.1,7.9,-1.9,11.1,9.4,6.2,-6.6
CCCc1cc(C(=O)Nc2ccc(C(=O)c3ccc(F)cc3)cc2)n(C)n1,1.7,-2.2,x,0.8,58.7*,50.4*,26.8,-13.4,7.4,x,19.6
OC(COc1ccc2ccccc2c1)CN1CCOCC1 (stereo not drawn),-61.3&-39.4,-43.9&-61.6,-52.2&-34.5,2.0&0.2,-48.7&-27.5,16.6&-0.1,-12.8&-28.6,1.1&-1.9,-53.0&-96.1,-17.7&-25.3,-5.5&-0.5
CCOC(=O)C(C#N)c1ccccn1 (stereo not drawn),-24.3,-30.5,-20.1,4.4,-13.4,2.8,-2.3,8.8,-30.1,-13.8,1.6
Cc1ncc([N+](=O)[O-])n1Cc1ccc(Br)cc1,-5.1,-3.6,18.8,-10.3,-0.3,1.6,-16.3,-2.8,0.0,4.9,-7.9
CC1(C)OC2OC(COC(=O)c3ccc([N+](=O)[O-])cc3)C3OC(C)(C)OC3C2O1 (stereo not drawn),19.2,-12.5,22.1,-5.8,6.2,5.1,-6.8,6.3,24.5,-6.8,-31.6
CS(=O)(=O)c1nc(S(=O)(=O)c2ccc(Cl)cc2)c(N2CCCCC2)s1,17.5,-10.0,4.7,-0.6,12.3,41.2,2.4,-7.3,2.4,4.8,1.6
O=C(NC1CCCC1)c1c(O)nc2sccn2c1=O,-4.0,6.2,7.5,-29.2,5.0,-10.2,-1.5,-6.4,-8.6,-13.8,-4.6
CCCOC1CCCN(C(=O)c2ccc(OC3CCN(C(=O)CCOC)CC3)cc2)C1 (stereo not drawn),-15.6,-12.6,-30.8,-11.7,-35.0,-5.5,-4.5,0.1,-11.0,-0.7,23.9
CCOc1ccc(Br)cc1C(=O)N/N=C/c1cccnc1,-0.6,2.5,-34.8,16.6,-18.9,-18.6,-1.8,-1.3,-8.7,-5.4,4.0
C/C(C=O)=C/c1ccccc1,-8.9,-15.2,0.5,-9.4,6.5,7.6,-7.4,1.6,-2.0,19.4,-10.9
COC(=O)c1ccc(NC(=O)NCCCl)cc1,20.3,-6.5,5.6,3.3,-15.1,-17.2,-4.1,6.1,10.1,-13.4,-4.6
COc1ccc(NC(=O)C2CCCN(CCCc3ccccc3)C2)cc1OCC(C)C (stereo not drawn),10.0,23.6,9.7,9.6,7.8,-25.0,-6.1,-8.6,9.0,5.3,14.9
CCOC(=O)C1(C)CCN1C(=O)c1csnn1 (stereo not drawn),6.5,-9.2,-9.3,-3.9,3.7,-2.1,x,-26.8,-9.3,3.4,8.3
CCOC(=O)Cc1nnc2c(Nc3ccc(Cl)cc3)nc3nonc3n12,10.8,-42.0,17.1,28.1,52.3*,35.8,11.5,-20.9,3.7,24.0,50.7*
CC1(c2ccc3ccccc3c2)NC(=O)N(CC(=O)N2CCN(S(=O)(=O)c3ccccc3F)CC2)C1=O (stereo not drawn),8.5,-9.8,1.0,0.4,18.1,-2.1,-0.1,-8.5,8.2,29.3,4.0
CC1c2ccccc2N(S(=O)(=O)c2ccccc2)C1C (stereo not drawn),-5.6,9.0,7.7,5.8,10.1,24.4,-8.5,-8.6,-15.1,10.3,-19.9
COc1ccccc1C(CNC(=O)c1ccc(-c2ccccc2Cl)o1)N1CCCC1 (stereo not drawn),0.2,-36.1,-6.3,40.7,-10.5,-39.0,5.2,-9.3,-9.0,1.3,16.8
Cc1ccc(S(=O)(=O)/N=C2\C=C(NS(=O)(=O)c3ccccc3)C(=O)c3ccccc32)c(C)c1,6.1,-37.1,-13.5,1.5,20.9,-19.0,-3.9,-5.6,-55.6,2.2,78.2*
CSCCC(NC(=O)c1ccccc1Br)C(=O)NCC(c1ccco1)N1CCCCC1 (stereo not drawn),5.5,-1.5,19.7,22.0,12.9,6.2,1.5,26.5,5.3,10.2,7.9
CN(Cc1ccccc1)C(=O)CN1C(=O)NC(C)(c2ccc(C(C)(C)C)cc2)C1=O (stereo not drawn),-12.0,8.1,-28.9,-15.0,21.6,6.5,2.6,-1.0,2.8,17.1,9.8

Compound activity (PubChem)
